# Peg3 prom inh – Peg3 promoter activity inhibition; HeLa PEG-Prom luciferase reporter, luminescence, overnight; inhibition, % at 20 µM; 360,000 compounds, 1.7% hits;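 active means inhibition of at least 50% at 20 µM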
# NR2E3 ag-1 – NR2E3 (human) agonism. inhibition of corepressor binding, % at 4.78 µM. 320,000 compounds, 0.12% hits. GST-NR2E3/biotin-RetCOR TR-FRET, 1536-well. Q9Y5X4. AID 2300;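 active means percent inhibition above the cutoff of mean plus 3 SD of all tested compounds, set per screening campaign, cut at about 20% in these data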;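 further: 0% = DMSO wells and 100% = biotin wells as full block of FRET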
# Target sequence (Q9Y5X4 whole entry, looked up): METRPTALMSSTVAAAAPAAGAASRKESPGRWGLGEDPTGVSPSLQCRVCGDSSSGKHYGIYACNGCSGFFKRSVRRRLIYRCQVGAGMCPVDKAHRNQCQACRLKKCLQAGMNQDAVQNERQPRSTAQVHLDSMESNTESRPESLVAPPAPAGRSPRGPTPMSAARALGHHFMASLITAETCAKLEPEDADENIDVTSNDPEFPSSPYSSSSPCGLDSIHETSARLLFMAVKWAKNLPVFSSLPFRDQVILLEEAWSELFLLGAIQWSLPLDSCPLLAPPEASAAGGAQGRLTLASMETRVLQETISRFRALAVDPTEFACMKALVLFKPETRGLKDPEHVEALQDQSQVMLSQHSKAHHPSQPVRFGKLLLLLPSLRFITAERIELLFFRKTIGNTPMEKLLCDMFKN
#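 Material: NR2E3–RetCOR corepressor complex | Quantity: 1.35 nM GST-tagged NR2E3 final | Schedule: 5 h at 4 °C | Replication: Singlicate compound wells | Reagent: RetCOR corepressor, biotinylated, 7 nM | Controls: Biotin wells as high control, 0.6% DMSO wells as low control | Signal: TR-FRET, Eu(K)-anti-GST donor, streptavidin-D2 acceptor, ex 340, em 617/671 nm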
# Shn3 inh set2 – reduces Shn3 3'UTR luciferase signal in osteoblasts; 360,000 compounds, 0.52% hits; AID 588674; Clone20 osteoblast Shn3 3'UTR firefly luciferase, 24 h; inhibition, % at 12.5 µM;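 active means mean inhibition of at least 75% with every replicate also reaching 75%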;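 further: 0% = median of neutral control wells and 100% = pilot-screen positive control compound; some compounds past the cut are filed as inactive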
# CF NFkB inh – blocks PAF-induced NF-kB reporter in cystic fibrosis cells; KKLEB NF-kB-GFP reporter, GFP fluorescence overnight; inhibition, % at 5 µM; 360,000 compounds, 0.86% hits; AID 588850;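 active means at least 50% inhibition at 5 µM, scaled per plate between neutral and stimulator controls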;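 further: PAF is a Pseudomonas aeruginosa culture filtrate used as stimulus; plate controls were PAF-stimulated DMSO wells for no effect and unstimulated DMSO wells for full effect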
# KKLEB tox – reduces viability of KKLEB cystic fibrosis airway cells; KKLEB CF airway cells viability, ATPlite luminescence, overnight; hits give low values; cells stimulated with P. aeruginosa culture filtrate; activity change (cytotoxicity), % at 5 µM; 360,000 compounds, 0.36% hits; AID 602141;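 active means corrected activity change at or below -50% at 5 µM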
# TRAIL sens C8 – caspase-8 TRAIL sensitization; NB7+C8 cells + TRAIL, ATPlite viability luminescence; inhibition (viability loss, TRAIL sensitization), % at 10 µM; 360,000 compounds, 1% hits;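 active means compounds causing at least 50% loss of cell viability in the single-dose screen, relative to plate controls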
# TROY signal inh – inhibitors of TROY-dependent NF-kB signaling; Q293 LMP1-TROYcd NF-kB luciferase reporter, 4 h; 360,000 compounds, 0.98% hits; inhibition, % at 10 µM;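 active means compounds whose plate-normalised and pattern-corrected inhibition of the luciferase reporter signal at the single screening dose is 50% or more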
# NR2E3 ag-2 – activates human NR2E3 receptor | CHO-S Gal4-NCOR/VP16-NR2E3 two-hybrid, luciferase | inhibition of corepressor binding, % at 3.98 µM | 360,000 compounds, 0.35% hits | AID 602229;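 active means inhibition above the mean of all tested compounds plus 3 SD, cut at about 70% in these data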;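 further: 0% = DMSO with NR2E3 transfected cells and 100% = cells lacking NR2E3 construct; higher means lower luciferase signal from less NR2E3 corepressor binding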
# HIF-2a inh – blocks HIF-2a reporter activity; 786-0 RCC cells HIF-2a reporter, luciferase luminescence, overnight; inhibition, % at 18.8 µM; 360,000 compounds, 0.72% hits; AID 624352;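 active means inhibition of the luminescence signal of 40% or more relative to plate controls, in a single-dose primary screen at 18.75 µM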
# TWEAK-Fn14 inh – blocks TWEAK-Fn14 interaction in a reporter cell assay | AID 1159606 | TWEAK-stimulated Fn14 reporter cells, luciferase luminescence, 8 h | 360,000 compounds, 2% hits | inhibition, % at 10 µM; in the data active means inhibition above about 50%
# MITF TRPM1 inh – MITF TRPM1 promoter inhibition in SK-MEL-5 cells; SK-MEL-5 TRPM1 promoter luciferase, 24 h; inhibition, % at 12.5 µM; 330,000 compounds, 0.83% hits; AID 488899;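 active means mean inhibition across replicates of 60% or more, whatever share of single replicates reaches that level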; further: values of inactives mirror those of a sister screen read the other way
# Numbers without * were called inactive; nt = not tested or not shown. Some of the compounds tested (hit frequency here may not be typical).
SMILES,Peg3 prom inh,NR2E3 ag-1,Shn3 inh set2,CF NFkB inh,KKLEB tox,TRAIL sens C8,TROY signal inh,NR2E3 ag-2,HIF-2a inh,TWEAK-Fn14 inh,MITF TRPM1 inh
COC(=O)c1c(NC(=O)CSc2nc3ccccc3c(=O)n2-c2ccccc2)sc(C)c1C,29,2,20,18,-21,-5,5,15,18,-19,4
O=C(c1ccc(Cl)cc1)C1CCCN(Cc2cnn(-c3ccccc3)c2)C1 (stereo not given),31,4,25,7,-6,-1,35,12,9,-14,2
COc1ccc(-c2noc(CN(C(=O)c3cccs3)C(C)C)n2)cc1,3,2,-5,-3,9,7,5,0,-29,9,6
CCCn1c(=N)c(S(=O)(=O)c2ccc(F)cc2)cc2c(=O)n3cccc(C)c3nc21,5,0,19,-35,-2,-19,-17,-7,9,3,-15
COc1ccc(OC)c(CNC(=O)C2CCCN(S(=O)(=O)N3CCC(C)CC3)C2)c1 (stereo not given),-3,1,37,-32,-4,-18,-8,3,2,-13,16
Cc1cc(N2CCCC2=O)ccc1S(=O)(=O)NC1CCCCC1,8,4,44,8,-7,6,-4,-17,8,10,7
O=c1[nH]c(-c2cccnc2)nc2sc(-c3ccccc3)cc12,-112,1,-66,11,-9,-4,-41,-49,-155,-11,-32
CC(=O)N=c1c(C#N)cc2c(=O)n3ccccc3nc2n1CCCOC(C)C,-4,0,-10,-5,5,-22,-25,-28,6,-14,nt
COc1ccc(CCNC(=O)CN(CCc2ccccc2)S(C)(=O)=O)cc1OC,0,1,24,18,-4,-1,0,7,12,15,1
O=C(NCc1cc(C(F)(F)F)cc(C(F)(F)F)c1)C1CC(c2ccccc2F)=NO1 (stereo not given),12,-3,-2,26,-21,14,8,-13,-10,-14,2
COc1ccc(C(=O)OCC(=O)NC(=O)NCc2ccccc2)cc1[N+](=O)[O-],2,3,-16,24,-4,-8,6,-18,-10,-26,-14
Cc1cccc(-c2n[nH]c(=S)n2Cc2ccccc2)c1,8,3,-22,9,5,-3,-25,5,7,5,11
COc1ccc(CC(=O)Nc2nc(-c3ccc(OC)c(OC)c3)cs2)cc1OC,19,2,55,10,-1,27,42,42,8,46,6
Cc1sc2nc(CSC(C)C(=O)NC3(C#N)CCCCC3)[nH]c(=O)c2c1C (stereo not given),9,nt,1,1,-2,0,13,3,-4,1,-2
CC(=O)c1ccc(NC(=O)CCC(=O)OCC(F)(F)C(F)F)cc1,10,-3,-19,-4,4,2,22,-11,9,-6,-11
Cc1ccc2nc(-c3ccncc3)[nH]c2c1,-229,2,-103,-22,3,17,-50,-76,-212,3,-62
CC1(C)S[C@@H]2C(C(=O)OCc3ccccc3)NC(=O)N2C1C(=O)OCc1ccccc1 (stereo not given in full),1,1,-7,-6,-12,3,8,0,3,-21,0
CCSC(=O)CCCCCCCCCCCO,-5,5,-4,-13,-5,-1,-19,12,-26,7,-14
COC(=O)c1[nH]c2cccc(OC)c2c1NC(=O)CN1CC2(C)CC1CC(C)(C)C2 (stereo not given),-5,8,-4,-10,7,-12,-6,5,0,-14,-5
CCOc1cc(S(=O)(=O)n2nc(C)cc2C)ccc1Br,2,0,10,8,-8,-4,-7,-73,12,1,-18
CCc1ccccc1N(CC(=O)NC1CCCCC1)C(=O)CNC(=O)c1ccco1,11,-2,-6,5,10,-13,-6,-12,23,22,-10
CC(C)(C)NC(=O)c1ccc2c(c1)N(CC(=O)N1CCN(c3ccccc3F)CC1)C(=O)C(C)(C)O2,18,0,-3,2,0,4,-5,-27,18,-3,9
Cc1ccccc1Cn1nc(C)c(NC(=O)C2c3ccccc3Oc3ccccc32)c1C,9,-3,9,-16,-8,-2,1,-8,8,-47,10
COc1ccc(/C=C\C(=O)c2c(O)ccc3c(C)cc(=O)oc23)cc1,2,-1,0,8,0,-2,26,-30,13,25,-1
O=C(O)c1ccc(Cl)c(S(=O)(=O)Nc2ccc(S(=O)(=O)N3CCCC3)cc2)c1,12,nt,-2,8,-10,17,-9,-4,16,12,5
C[C@@H]1O[C@@H](O[C@H]2[C@H](O)[C@@H](O)[C@H](Oc3c(-c4ccc(O)cc4)oc4cc(O)cc(O)c4c3=O)O[C@@H]2CO)[C@H](O)[C@H](O)[C@H]1O,-2,nt,4,14,1,11,-17,11,19,9,3
C[C@]12CCC(=O)C=C1C=CC1C2CC[C@@]2(C)C1CC[C@@]21CCC(=O)O1 (stereo not given in full),-12,nt,5,-8,2,0,2,-20,-11,-17,-7
CN(CC(=O)Nc1ccccc1Cl)C(=O)c1cc2c(s1)CCCCC2,-10,nt,21,-5,-19,5,5,20,-5,-32,-5
Cc1ccnc(NS(=O)(=O)c2ccc(NS(=O)(=O)c3cccs3)cc2)n1,6,2,-1,6,5,-13,5,-21,19,8,3
COc1ccc(-c2nc3c(Cl)cc(C(F)(F)F)cn3c2Cc2ccsc2)cc1OC,nt,nt,nt,nt,nt,14,8,-30,-2,3,nt

# Single records, from the list above. Values in the order: Peg3 prom inh, NR2E3 ag-1, Shn3 inh set2, CF NFkB inh, KKLEB tox, TRAIL sens C8, TROY signal inh, NR2E3 ag-2, HIF-2a inh, TWEAK-Fn14 inh, MITF TRPM1 inh
# Record of C[C@]12CCC(=O)C=C1C=CC1C2CC[C@@]2(C)C1CC[C@@]21CCC(=O)O1 (stereo not given in full) → -12, nt, 5, -8, 2, 0, 2, -20, -11, -17, -7
# Record of CC1(C)S[C@@H]2C(C(=O)OCc3ccccc3)NC(=O)N2C1C(=O)OCc1ccccc1 (stereo not given in full) → 1, 1, -7, -6, -12, 3, 8, 0, 3, -21, 0
# Record of Cc1ccccc1Cn1nc(C)c(NC(=O)C2c3ccccc3Oc3ccccc32)c1C → 9, -3, 9, -16, -8, -2, 1, -8, 8, -47, 10

# The results go on.
SMILES,Peg3 prom inh,NR2E3 ag-1,Shn3 inh set2,CF NFkB inh,KKLEB tox,TRAIL sens C8,TROY signal inh,NR2E3 ag-2,HIF-2a inh,TWEAK-Fn14 inh,MITF TRPM1 inh
COc1ccc(C2=NN(CCC(=O)NC3CCCCC3C)C(=O)CC2)cc1 (stereo not given),-3,nt,-11,9,4,-7,-11,3,18,-22,nt
CCN(CC)c1ccc(Nc2nc(-c3cccnc3)cs2)cc1,-284,2,-87,-12,10,-12,10,-42,-275,-22,-102
Cc1cc(CCC(=O)O)c(C)cc1CCC(=O)O,10,1,0,-9,13,-7,12,-21,7,6,-8
CCCCCOc1ccc(C(=O)OC(C)C(=O)NCc2ccco2)cc1 (stereo not given),-40,1,-11,4,12,20,-11,-21,-57,8,-2
CCN(CC)CCNC(=O)c1cc2cc3ccc(OC)cc3nc2o1,-5,2,-36,-9,3,-8,-12,2,10,-18,-17
Cc1ccc(N/C(N)=N/c2nc(C(F)(F)F)cc(C(F)(F)F)n2)cc1,0,6,11,4,1,4,10,12,2,-2,16
COCCC1CCCCN1C(=O)c1cccc(OC2CCN(C3CCCC3)CC2)c1 (stereo not given),10,0,-23,6,-6,-5,-18,1,14,-2,-11
N/C(=N\c1nc2ccccc2o1)NC(=O)c1ccc(Cl)cc1,-12,-5,-11,-18,-11,2,-30,-8,-52,-20,-2
COc1ccc(Cl)cc1S(=O)(=O)N1CCC(C(=O)N2CCOCC2)CC1,-4,-2,5,3,-10,6,-23,-16,8,3,9
Cc1ccc(SCCC(=O)N/N=C/c2cccnc2)cc1,-2,1,6,-6,-4,-6,5,-10,8,15,7
CC(=O)Nc1ccc(C(=O)CSc2nnc(Cc3ccccc3)o2)cc1,-14,0,0,-4,8,-3,12,12,-43,-14,-10
O=C(CN1CCCCC1)NC(=O)NC1CCCC1,-24,1,-6,4,8,-3,-8,-5,-22,-18,-13
CCc1cc(-c2n[nH]c(=S)n2Cc2ccccc2)cs1,11,-1,8,4,5,10,9,5,4,6,-6
O=C(CSc1nc2ccccc2[nH]1)c1ccco1,-254,4,-28,3,6,5,-13,-54,-219,-11,-56
COc1ccc(NC(=O)Cn2nnc(-c3ccccc3)c2COc2ccc3ccccc3c2)cn1,31,nt,34,-10,1,2,30,-12,5,20,nt
Cc1ccc(-c2c[nH]c(=S)n2-c2ccccc2F)cc1,-3,5,-15,-19,0,-1,-23,-34,0,19,8
CCn1nc(C)c(CN2CCC(n3nccc3NC(=O)c3ccc4c(c3)OCO4)CC2)c1C,3,3,-2,3,14,-2,0,-33,2,-3,-2
Cc1cc(S(=O)(=O)NCCN(C)C)c(C)s1,17,0,-14,1,2,4,-3,-12,0,3,-3
Cc1ccc(S(=O)(=O)Nc2ccccc2CNC2CCCCC2)cc1,7,1,7,9,-7,-6,11,-14,7,-1,5
Cc1cccc(NC(=O)Cn2cnc3ccccc3c2=O)c1C,8,9,-3,6,0,-16,6,3,19,-6,-17
CCOc1nc(-c2ccc(OC)cc2)ccc1-c1noc(-c2cc(OC)c(OC)c(OC)c2)n1,9,6,7,23,-34,12,-13,1,3,0,15
CCN(c1ccc(OC)cc1)S(=O)(=O)c1nnc(NC(=O)c2ccco2)s1,18,-1,-8,15,-13,13,-1,-5,-2,8,0
CN(Cc1ccco1)S(=O)(=O)c1csc(C(N)=O)c1,-39,1,1,10,-6,8,1,5,12,12,-1
OCCn1c(CSc2nnc(-c3ccco3)n2-c2ccccc2)nc2ccc(Cl)cc21,12,1,2,-8,2,11,-3,28,20,12,10
COc1ccc(Nc2nc(Cl)nc(NCCO)n2)cc1,3,2,-13,13,1,-4,-2,-2,10,-14,13
O=C(OCC#CCSc1nnc(-c2ccccc2)o1)c1cc2ccccc2o1,-31,1,-3,-10,11,32,-2,-15,-41,-9,-21
CN1CCN(CCC(=O)Nc2ccc(C3CCCC3)cc2)CC1,7,-1,-8,4,-8,3,10,-6,5,-19,-7
COc1ccc(-c2cnc3c(NC=O)cc(-c4ccc(F)cc4)cn23)cc1OC,7,nt,15,66*,-52*,16,23,13,22,15,nt
COc1ccc(NC(=O)C2(C)Cc3c(-c4cccc(C(N)=O)c4)ccnc3O2)cc1 (stereo not given),3,nt,6,-27,-7,19,2,-34,14,-8,nt
Cc1ccccc1NC(=O)CC1S/C(=N/c2nccs2)N(C)C1=O (stereo not given),19,1,13,16,3,-26,9,-22,6,-6,1
Cc1ccc([C@@H]2C[C@H]3[C@@H](CN2S(=O)(=O)c2ccc(C)cc2)C(=O)C[C@@H](c2ccc(Cl)cc2)N3S(=O)(=O)c2ccc(C)cc2)cc1,9,nt,11,15,7,-19,4,10,4,-25,nt
Cc1sc(C(=O)Nc2ccc3ccccc3c2)cc1CC(=O)O,-26,-1,55,4,8,7,-43,-43,-58,-21,-14
Cc1ccc(C)c(NC(=S)NCC(c2cccnc2)N2CCOCC2)c1 (stereo not given),3,1,7,20,3,4,-11,16,6,-1,1
Cc1nc2cc(NC(=O)Nc3cccc4ccccc34)ccc2n1C,-262,0,-39,-16,-1,48,-2,-97,-192,-15,-69
CCSc1nsc(NC(=O)Nc2ccccc2OC)n1,-128,4,-21,-21,9,-9,-50,-66,-232,5,-48
CC(OC(=O)Cc1n[nH]c(=O)c2ccccc12)C(=O)Nc1ccccc1[N+](=O)[O-] (stereo not given),8,0,10,8,3,-5,2,7,3,0,-7

# Screening data (PubChem BioAssay)
